HEK cytotox – cytotoxic compounds in HEK 293 cells. Potency, µM (highest dose often 115 µM), for inactives: top-dose activity change, negative = cytotoxicity, most hits filed as inhibitors. 94,000 compounds, 6.6% hits. HEK 293 viability, ATP luminescence (CellTiter-Glo), 48-72 h; note: potency is the fitted concentration of half-maximal effect; nearly all actives have a fitted effect of over 60% in size
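Read-out: CellTiter-Glo ATP luminescence. Cells: HEK 293, 250 cells/well. Exposure: 48 or 72 hr, 37 degree Celsius.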
SNCA expr inh – SNCA gene expression inhibition; 140,000 compounds, 0.17% hits; Potency, µM (doses to about 57.2 µM), without a hit: top-dose activity change, negative = inhibition, most hits filed as inhibitors; HEK-293 SNCA-luciferase knock-in, luminescence, 24 h; AID 1671194;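 note: potency is the fitted concentration of half-maximal effect; plate controls were DMSO cells for no effect and cell-free wells for full effect; nearly all actives have a fitted effect of over 45% in size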
GPT2 inhibitor – blocks human glutamate pyruvate transaminase 2; Q8TD30; Recombinant GPT2, coupled pyruvate oxidase/HRP Amplex Red fluorescence; Potency, µM (doses to about 57.7 µM), for inactives: at the top dose activity change, negative = inhibition, most hits filed as inhibitors; 100,000 compounds, 0.25% hits; note: potency is the fitted concentration of half-maximal effect; nearly all actives have a fitted effect of over 60% in size; many of its hits are not listed in these tables
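GPT2 10ng/uL, a-KG 250uM, L-Ala 2mM, HEPES pH7.5 + 0.0001% Tween; 30 min RT. Then Amplex mix (PO/HRP/ThPP), 30 min RT dark, fluorescence. AOA 50uM used as positive control.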
Luciferase inh – blocks purified firefly luciferase enzyme activity; P08659; purified P. pyralis luciferase, luminescence, biochemical; Potency, µM (titrated, usually from 115 µM), without a hit: top-dose activity change, negative = inhibition, hits mostly inhibitors; 76,000 compounds, 2.5% hits; AID 1347043; note: potency is the fitted concentration of half-maximal effect; nearly all actives have a fitted effect of over 65% in size
Target sequence (P08659 whole entry, looked up): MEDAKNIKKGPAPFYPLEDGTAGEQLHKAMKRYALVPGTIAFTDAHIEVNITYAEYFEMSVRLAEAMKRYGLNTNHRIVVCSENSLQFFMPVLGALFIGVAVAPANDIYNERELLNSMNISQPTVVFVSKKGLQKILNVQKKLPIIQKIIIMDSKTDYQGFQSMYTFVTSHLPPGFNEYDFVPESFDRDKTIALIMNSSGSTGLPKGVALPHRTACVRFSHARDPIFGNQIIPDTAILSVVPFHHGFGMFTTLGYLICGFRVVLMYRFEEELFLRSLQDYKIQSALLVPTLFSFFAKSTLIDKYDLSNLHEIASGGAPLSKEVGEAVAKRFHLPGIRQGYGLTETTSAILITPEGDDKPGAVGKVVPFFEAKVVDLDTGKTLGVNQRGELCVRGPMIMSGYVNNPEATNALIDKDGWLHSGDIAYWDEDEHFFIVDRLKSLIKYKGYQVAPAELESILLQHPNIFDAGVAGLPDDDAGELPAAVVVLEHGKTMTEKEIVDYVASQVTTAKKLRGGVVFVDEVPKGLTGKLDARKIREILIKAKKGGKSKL
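Purified 10nM P. pyralis luciferase with 10uM D-luciferin and 10uM ATP in 50mM Tris acetate pH 7.5, 10mM Mg acetate, 0.01% Tween-20, 0.05% BSA. qHTS titration; luminescence read by CCD imager.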
NIH3T3 tox – kills NIH 3T3 cells; NIH 3T3 viability, CellTiter-Glo ATP luminescence, 48-72 h; Potency, µM (titrated, usually from 96.7 µM), for inactives: at the highest dose activity change, negative = cytotoxicity, actives largely listed as inhibitors; 94,000 compounds, 4.3% hits; AID 1345082; note: potency is the fitted concentration of half-maximal effect; nearly all actives have a fitted effect of over 55% in size
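Mouse fibroblast NIH 3T3 cells, 400 per well, received compound via pintool and were incubated for 48 or 72 hr prior to CellTiter-Glo ATP luminescence measurement.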
IP6K1 inh – inhibitors of human IP6K1. activity change, % (series mostly up to about 58 µM). Q92551. 140,000 compounds, 0.81% hits. IP6K1 kinase, ADP-Glo luminescence, 2 h; stronger effect = lower value. AID 1645851; in the data active = activity change below about -25%
Target sequence (Q92551 whole entry, looked up): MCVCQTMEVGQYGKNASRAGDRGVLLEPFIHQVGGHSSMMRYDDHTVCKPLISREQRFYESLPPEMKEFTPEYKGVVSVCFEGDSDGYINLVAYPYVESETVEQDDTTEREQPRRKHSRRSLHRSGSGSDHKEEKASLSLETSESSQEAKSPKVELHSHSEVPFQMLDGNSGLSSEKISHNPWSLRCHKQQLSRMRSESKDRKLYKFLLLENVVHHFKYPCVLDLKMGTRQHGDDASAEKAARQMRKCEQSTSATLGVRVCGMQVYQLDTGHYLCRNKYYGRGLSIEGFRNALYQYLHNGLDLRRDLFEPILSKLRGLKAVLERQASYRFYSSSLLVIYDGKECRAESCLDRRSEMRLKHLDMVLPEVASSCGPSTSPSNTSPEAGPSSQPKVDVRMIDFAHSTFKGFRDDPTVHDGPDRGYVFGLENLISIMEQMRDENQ
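ADP-Glo luminescence measures ADP made by human IP6K1 during a 2 h RT reaction with ATP/IP6 (mix at 1.3 mM/130 uM); top library doses 57.5 and 19.1 uM final.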
SNCA viab count – counter-screen for SNCA expression inhibitors: cell viability. HEK-293-SNCA-luc viability, GF-AFC fluorescence, 24 h. Potency, µM (doses to about 57.1 µM), without a hit: top-dose activity change, negative = cytotoxicity, usual class: cytotoxic. 150,000 compounds, 0.12% hits;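 note: potency is the fitted concentration of half-maximal effect; 0% = DMSO-treated cells and -100% = medium-only wells without cells; nearly all actives have a fitted effect of over 30% in size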
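HEK-293-SNCA-luc cells (1500/well) plated 24 h, then exposed 24 h to a dilution series; GF-AFC added 30 min at 37C, fluorescence 405/540 nm; normalised to medium-only and DMSO wells, Hill fit.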
* marks the source's active call; other numbers are inactive results; i = inactive; ? = inconclusive; nt = not tested or not shown; [ ] = dose if it differs, or a comment. Unless noted, calls come from the whole dose curve; as a rule, active = well fitted curve in the direction sought with a large enough effect; inconclusive = small, poorly fitted or top-dose-only effect, or another doubt; inactive = no such curve, though single readings can be large; an effect the other way counts as inactive or inconclusive. Unless noted, % is set by controls: 0 for no effect and ±100 for the full control effect.

cpd	canonical_smiles	HEK cytotox	SNCA expr inh	GPT2 inhibitor	Luciferase inh	NIH3T3 tox	IP6K1 inh	SNCA viab count
1	Cc1ccc2oc(-c3ccc(C)c(NC(=O)c4ccc5c(c4)OCCO5)c3)nc2c1	nt	109%[activator]	nt	nt	nt	4	-9%
2	CO[C@H]1C(=O)N(C2CCN(S(=O)(=O)c3cccnc3)CC2)[C@H]1c1ccncc1	4%	13%	i	6%	i	1	6%
3	COc1ccc(NC(=O)COc2cccc(-c3nnc4n3CCCC4)c2)cc1OC	-2%	-27%	i	2%	-18%	20	-1%
4	CCc1ccc(S(=O)(=O)c2cnc(SCC(=O)Nc3ccc(OC)cc3OC)[nH]c2=O)cc1	nt	7%	nt	nt	nt	-28*	24%
5	O=C(C1CCN(c2nc(-c3ccccc3)nc3c2CCC3)CC1)N1CCCNCC1	?	28%	i	5%	?	9	-19%
6	CCCCC(CC)COC(=O)/C=C/c1ccc(OC)cc1 (stereo not given)	nt	-24%[25.6 µM]	i	nt	nt	-4	-22%[23.9 µM]
7	COc1cc(Cl)c(C)cc1NC(=O)c1cn(CC(C)C)c(=O)c2cc(OC)c(OC)cc12	nt	?	nt	nt	nt	-12	-3%
8	O=C1CN(C(=O)CCC(=O)N2CCc3c(nc4cc(-c5ccccc5)[nH]n4c3=O)C2)c2ccccc2N1	-4%	-6%	1%	?	-27%	5	-2%
9	Cc1ccc(C2Cn3nnc(C(=O)N4CCN(C(=O)c5ccc(F)cc5)CC4)c3CO2)cc1 (stereo not given)	-10%	-16%	i	-2%	-3%	0	2%
10	CC(C)Oc1cccc(-c2nc(C(=O)N(C)Cc3ccccc3)cs2)c1	?	14%	i	-12%	?	2	2%
11	O=C(CSc1nc2c([nH]c3ccccc32)c(=O)n1-c1ccc(F)cc1)N1CCc2ccccc21	nt	20%	nt	nt	nt	-7	13%
12	CC1CCCN(C(=O)CCS(=O)(=O)c2cc3c(cc2Cl)NC(=O)CO3)C1 (stereo not given)	nt	-2%	nt	nt	nt	-5	-13%

Structures listed so far with sulfur, in the order listed:
cpd	canonical_smiles	HEK cytotox	SNCA expr inh	GPT2 inhibitor	Luciferase inh	NIH3T3 tox	IP6K1 inh	SNCA viab count
2	CO[C@H]1C(=O)N(C2CCN(S(=O)(=O)c3cccnc3)CC2)[C@H]1c1ccncc1	4%	13%	i	6%	i	1	6%
4	CCc1ccc(S(=O)(=O)c2cnc(SCC(=O)Nc3ccc(OC)cc3OC)[nH]c2=O)cc1	nt	7%	nt	nt	nt	-28*	24%
10	CC(C)Oc1cccc(-c2nc(C(=O)N(C)Cc3ccccc3)cs2)c1	?	14%	i	-12%	?	2	2%
11	O=C(CSc1nc2c([nH]c3ccccc32)c(=O)n1-c1ccc(F)cc1)N1CCc2ccccc21	nt	20%	nt	nt	nt	-7	13%
12	CC1CCCN(C(=O)CCS(=O)(=O)c2cc3c(cc2Cl)NC(=O)CO3)C1 (stereo not given)	nt	-2%	nt	nt	nt	-5	-13%

Going on with the list.
cpd	canonical_smiles	HEK cytotox	SNCA expr inh	GPT2 inhibitor	Luciferase inh	NIH3T3 tox	IP6K1 inh	SNCA viab count
13	O=C1NC2(CCN(Cc3cccc4ccccc34)CC2)Oc2ccccc21	-10%	-6%	i	-6%	-21%	12	10%
14	COc1ccc(CNC(=O)C2CCCN(S(=O)(=O)N(C)c3ccc(F)cc3)C2)cc1OC (stereo not given)	nt	-28%	nt	nt	nt	7	-10%
15	NCCNC(=O)c1ncsc1-c1cccc(F)c1	nt	0%	-8%	nt	nt	nt	6%
16	CCOC(=O)C1=C(C)N=C2SC=C(CC(=O)Nc3cccc(OC)c3)N2C1c1cccc(OC)c1 (stereo not given)	?	?	i	-11%	?	-12	-6%
17	CCOC(=O)c1ccc(NS(=O)(=O)c2cc(Br)cc3c2N(C(C)=O)C(C)C3)cc1 (stereo not given)	nt	-7%	nt	nt	nt	-16	-15%
18	CC(C)CN[C@@H]1C[C@H](COc2ccc(S(C)(=O)=O)cc2)[C@@H](O)[C@H]1O	0%[172 µM]	22%[87.6 µM]	-7%[88.5 µM]	-3%[172 µM]	i	-13	-5%[87.6 µM]
19	Cc1ccc(CN2CC[C@H](c3nnc(-c4ccccc4F)o3)C2)o1	?	53%[activator][87.6 µM]	-26%[88.5 µM]	-18%[172 µM]	-24%[174 µM]	9	-17%[87.6 µM]
20	O=C(c1ccc(F)cc1)N1CCC(OCCOc2cccnc2)CC1	-7%	-20%	i	-9%	-17%	10	4%[12.5 µM]
21	C[C@@]1(O)CCN(C(=O)c2ccc(-c3noc(C4CC4)n3)cc2)C[C@@H]1O	3%	37%[activator]	1%	-9%	-3%	9	3%
22	COc1ccc(-n2ncc(C(=O)Nc3ccc(C)cc3Cl)c2C2CCN(C(=O)OC(C)(C)C)CC2)cc1	nt	?	nt	nt	nt	-2	-16%
23	Cc1ccc(CNC(=O)N2CCCCCCNC(=O)[C@@H]3CCCC[C@@H]32)cc1	?	-15%	2%	-5%	-23%	10	-6%
24	COC(=O)[C@@H]1Cc2c([nH]c3ccccc23)[C@H]2C[C@H](N3CCCCC3)C[C@@H](c3ccccc3F)N21	?	?	-17%	7%	28µM*	0	-13%

(listing goes on)
cpd	canonical_smiles	HEK cytotox	SNCA expr inh	GPT2 inhibitor	Luciferase inh	NIH3T3 tox	IP6K1 inh	SNCA viab count
25	CCOc1ccc(-n2c(CC)nc3c(cnn3-c3ccc(Cl)cc3)c2=O)cc1	nt	2%	nt	nt	nt	8	-3%
26	CCN(c1cccc(C)c1)S(=O)(=O)c1cc(Br)cc2c1N(C(C)=O)C(C)C2 (stereo not given)	nt	?	nt	nt	nt	-1	-1%
27	COc1ccc(-c2oc3ncn4nc(-c5ccccc5Cl)nc4c3c2-c2ccc(OC)cc2)cc1	nt	105%[activator]	nt	nt	nt	-5	-5%
28	CCC1CCCCN1CCCNC(=O)CN1C(=O)CSc2ccc(S(=O)(=O)N3CCOCC3)cc21 (stereo not given)	nt	-1%	nt	nt	nt	3	-17%
29	COCC(=O)N[C@@H]1CN(C2CCOCC2)CC[C@@H]1CO	2%	-28%	i	-2%	0%	2	7%[12.5 µM]
30	Cc1cccc(CC(=O)N2[C@@H]3CC[C@H]2CC(NC(=O)c2ccncc2)C3)c1 (stereo not given in full)	-12%	-27%	5%	-2%	?	8	-7%
31	COc1ccc(NC(=O)c2ccc3nc(-c4ccncc4)oc3c2)cc1	?	128%[activator]	-4%	nt	-13%	-4	-6%
32	O=C1NC2(CCCN(C(=O)Cc3ccccc3)C2)Oc2ccccc21 (stereo not given)	-51%[172 µM]	4%[87.6 µM]	-6%[88.5 µM]	-8%[172 µM]	-25%[138 µM]	22	8%[87.6 µM]
33	COc1ccccc1NC(=O)c1c(C)cc(C)nc1SCC(=O)c1ccc(Cl)cc1	nt	-13%	nt	nt	nt	-16	10%
34	Cc1cccc(N2CCN(C(=O)c3oc(=O)c4ccccc4c3-c3ccccc3)CC2C)c1 (stereo not given)	nt	13%	nt	nt	nt	11	24%
35	CCOc1ccccc1NC(=O)C(CC(C)C)NS(=O)(=O)c1ccc2c(c1)oc(=O)n2C (stereo not given)	nt	-1%	nt	nt	nt	-13	?
36	COCC(=O)N[C@H]1C[C@H]2C(=O)NC[C@@H](CCC(=O)N3CCN(c4ccccc4)CC3)N2C1	i	-7%	-1%	-1%	-1%	6	5%

(cont.)
cpd	canonical_smiles	HEK cytotox	SNCA expr inh	GPT2 inhibitor	Luciferase inh	NIH3T3 tox	IP6K1 inh	SNCA viab count
37	O=C(Nc1ccccc1F)N1CCC(N2C(=O)C3(CCCCC3)C2c2ccncc2)CC1 (stereo not given)	?	73%[activator]	-12%	?	-26%	12	4%[12.5 µM]
38	COc1ccc(Nc2nnc(-c3ccc(C)c(S(N)(=O)=O)c3)c3ccccc23)cc1	nt	38%[activator]	nt	nt	nt	1	-24%
39	C=CC(=O)Nc1cccc(CN2C(=O)N(c3c(Cl)c(OC)cc(OC)c3Cl)Cc3cnc(NCCCCN(CC)CC)nc32)c1	nt	nt	?	nt	nt	-6	?
40	Cn1cc([C@@H](NC(=O)CCc2cn3ccccc3n2)C2CC(O)C2)cn1 (stereo not given in full)	i	5%	i	12%	0%	-9	3%
41	O=C(Cn1ccn2nc(-c3ccccc3)c(CO)c2c1=O)Nc1ccc2c(c1)OCCO2	?	-6%	i	-11%	?	7	11%
42	CCn1cc(S(=O)(=O)N2CC[C@@H]3C(=O)NCCCCCCN(Cc4ccncc4)[C@@H]3C2)cn1	2%	-4%	0%	4%	-22%	27	3%
43	Cc1cccc(Cn2cc(C(=O)Nc3ccc(S(N)(=O)=O)cc3)ccc2=O)c1	nt	-11%	nt	nt	nt	-16	-17%
44	CC(C)CN1C(=O)c2cccn2CC1CNC(=O)c1nn(C)c2ccccc12 (stereo not given)	?	-26%	i	nt	-21%	0	-6%
45	CC(=O)Nc1ccc(C2(C(=O)NCc3ccccc3C)CCC2)cc1	-1%	18%	-18%	7%	i	2	7%
46	CCOC(=O)[C@H]1C[C@]2(CCCCN(CCOC(C)=O)C2=O)N(C(=O)C2CC2)[C@H]1c1ccccc1	-1%	nt	nt	nt	?	-1	nt
47	Cc1cc(CNC(=O)[C@@H]2CCC[C@@H](NC(=O)C3CC3)CN(C)C(=O)C2)no1	3%[172 µM]	-8%[87.6 µM]	i	-10%[172 µM]	-5%[138 µM]	9	-4%[87.6 µM]
48	COCCCNc1ncnc2c1CN(c1cccc(C)c1)C(=O)CN2C	-3%	-8%	?	nt	-27%	14	2%

Random excerpt: 2 records from the list, in no set order.
cpd	canonical_smiles	HEK cytotox	SNCA expr inh	GPT2 inhibitor	Luciferase inh	NIH3T3 tox	IP6K1 inh	SNCA viab count
42	CCn1cc(S(=O)(=O)N2CC[C@@H]3C(=O)NCCCCCCN(Cc4ccncc4)[C@@H]3C2)cn1	2%	-4%	0%	4%	-22%	27	3%
48	COCCCNc1ncnc2c1CN(c1cccc(C)c1)C(=O)CN2C	-3%	-8%	?	nt	-27%	14	2%

New compounds follow.
cpd	canonical_smiles	HEK cytotox	SNCA expr inh	GPT2 inhibitor	Luciferase inh	NIH3T3 tox	IP6K1 inh	SNCA viab count
49	Cc1ccc(N2CC(c3nnc(Cc4ccc(F)cc4Cl)o3)CC2=O)cc1 (stereo not given)	nt	-8%	nt	nt	nt	3	8%
50	Cc1cccc(C(=O)N(Cc2ccco2)Cc2ccccc2F)c1	nt	13%	nt	nt	nt	1	6%
51	O=C(NCCc1ccccc1)C1CCCN(C2CCN(Cc3ccncc3)CC2)C1 (stereo not given)	?	-19%	-6%	0%	-1%	12	-5%
52	CCOc1ccccc1NC(=O)N(C)CCc1c(C)nn(CC)c1C	nt	-5%	nt	nt	nt	-9	4%
53	CCn1cc2c3c(cccc31)CN(C(=O)Cc1ccccc1C)CC2	-22%	4%	i	-8%	?	23	9%
54	O=C1Nc2ccc(-c3ccc(F)cc3F)cc2C(=O)N2C[C@H](O)C[C@@H]12	-15%[172 µM]	41%[activator][87.6 µM]	1%[88.5 µM]	-9%[172 µM]	-20%[174 µM]	-2	-6%[87.6 µM]

The list is partial; rates above refer to the full screens.
